# MCF10A rereplic – DNA re-replication induction in MCF 10a cells. AID 624296. Potency, µM (highest dose often 46.1 µM), for the others: top-dose activity, positive = re-replication, actives largely listed as activators. MCF 10A DNA re-replication, Hoechst nuclear intensity, 48 h. actives 2.9% (n = 350,000); also: % of control where 0% means no effect; nearly all actives have a fitted effect of over 50% in size
# Nrf2 activator – activators of Nrf2 (ARE) signaling | AREc32 ARE-luciferase reporter (MCF7-derived line), luminescence, 24 h | Potency, µM (doses to about 46.1 µM), for the others: at the highest dose activation, hits mostly activators | actives 0.31% (n = 410,000) | AID 624171; also: % of control where 0% means no effect; nearly all actives have a fitted effect of over 65% in size
#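 ARE-driven firefly luciferase activity in AREc32 cells measured after a 24 hr compound exposure at 37 deg C, using Steady-Glo reagent and a 30 min room-temperature hold.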
# ATXN2 expr inh – inhibitors of ATXN2 expression | AID 1745845 | Potency, µM (titrated, usually from 57 µM), without a hit: at the highest dose activity change, negative = inhibition, usual class: inhibitors | actives 0.72% (n = 360,000) | HEK-293 ATXN2-luciferase reporter, luminescence, 24 h; also: % is scaled to controls: 0 for no effect and ±100 for the full control effect; nearly all actives have a fitted effect of over 55% in size
#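 qHTS (up to 57 uM final) was run with 24 h compound exposure of reporter cells at 37 °C. Each well was multiplexed: SteadyGlo luminescence measured ATXN2-luciferase expression after a fluorogenic Gly-Phe-AFC viability readout (25 uM final).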
# Nrf2 block – blocks Nrf2 signaling | A549 ARE-Fluc reporter, luciferase luminescence, 18-24 h | actives 2.1% (n = 360,000) | Potency, µM (top dose mostly 46 µM), for inactives: top-dose activity change, negative = inhibition, actives largely listed as inhibitors | AID 504444; also: % is scaled to controls: 0 for no effect and ±100 for the full control effect; nearly all actives have a fitted effect of over 60% in size
#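 Nrf2 activity is the BugLite luminescence, read 15 min after reagent at room temperature, following CellTiter-Fluor cytotoxicity readout (30 min, 37C). Compound titrations were applied for 18-24 h to 5000 A549 ARE_Fluc cells/well in 5% FBS OPTI-MEM.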
# HepG2 viability – kills HepG2 cells in TGF-b inhibitor counter-screen; Potency, µM (series often up to 46.1 µM), without a hit: top-dose activity change, negative = cytotoxicity, most hits filed as cytotoxic; actives 0.76% (n = 410,000); HepG2 CAGA-GFP viability, ATP luminescence, 18 h; AID 588856; also: some results filed as inactive show a strong effect at the top dose
#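 CellTiter-Glo luminescence gave cytotoxicity after 18 hours at 37 degrees C. The cells were HepG2 CAGA-GFP in 1% FBS DMEM, stimulated with 500 pg/mL TGF-beta after compound addition. %Activity was normalised to no-cell wells (complete cell-killing) and DMSO (no toxicity), and curves were fitted and classified.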
# TGFb SMAD3 inh – TGF-b pathway inhibition. AID 588855. Potency, µM (doses to about 46.1 µM), inactives show at the top dose activity, negative = inhibition, most hits filed as inhibitors. HepG2 CAGA-GFP TGF-b/SMAD3 reporter, GFP fluorescence, 18 h; TGF-beta stimulated, 500 pg/mL final. actives 1.2% (n = 410,000); also: % is scaled to controls: 0 for no effect and ±100 for the full control effect; nearly all actives have a fitted effect of over 65% in size
#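 Inhibition was scored as loss of TGF-beta-induced (500 pg/mL final, 18 hours, 37 degrees C) GFP in HEPG2 cells carrying a CAGA-GFP reporter, in DMEM with 1% FBS. Well GFP was summed per cell; Activity was normalised to unstimulated and stimulated DMSO wells, then concentration-response fitting.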
# ATXN viability – reduces viability in counter-screen for ATXN expression inhibitors; S2 cells (HEK-293 line with an ATXN2-luciferase reporter) viability, CellTiter-Fluor protease fluorescence, 24 h; Potency, µM (titrated, usually from 56.7 µM), actives largely listed as cytotoxic; actives 0.49% (n = 400,000); also: nearly all actives have a fitted effect of over 40% in size
# A549 tox – A549 cytotoxicity, counter-screen for Nrf2 inhibitors; A549 ARE-Fluc cells, CellTiter-Fluor viability, 18-24 h; AID 504648; Potency, µM (series often up to 46 µM), inactives show at the top dose activity change, negative = cytotoxicity, most hits filed as inhibitors; actives 0.16% (n = 390,000); also: % is scaled to controls: 0 for no effect and ±100 for the full control effect
#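 A549 ARE_Fluc cells in 5% FBS OPTI-MEM were exposed to compounds in concentration-response for 18-24 h at 37 deg C. Viability was read by CellTiter-Fluor fluorescence (Ex 405/Em 525) after 30 min, before the luciferase read.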
# EPAC2 antag – blocks human EPAC2 exchange factor; EPAC2 GEF exchange of Rap1B-BODIPY-GDP, fluorescence; actives 0.18% (n = 360,000); AID 720708; Potency, µM (top dose mostly 114 µM), for the others: at the top dose activity, negative = inhibition, usual class: inhibitors; also: % is scaled to controls: 0 for no effect and ±100 for the full control effect; nearly all actives have a fitted effect of over 45% in size; many of its hits are not listed in these tables
# Target sequence (Q8WZA2 whole entry, looked up): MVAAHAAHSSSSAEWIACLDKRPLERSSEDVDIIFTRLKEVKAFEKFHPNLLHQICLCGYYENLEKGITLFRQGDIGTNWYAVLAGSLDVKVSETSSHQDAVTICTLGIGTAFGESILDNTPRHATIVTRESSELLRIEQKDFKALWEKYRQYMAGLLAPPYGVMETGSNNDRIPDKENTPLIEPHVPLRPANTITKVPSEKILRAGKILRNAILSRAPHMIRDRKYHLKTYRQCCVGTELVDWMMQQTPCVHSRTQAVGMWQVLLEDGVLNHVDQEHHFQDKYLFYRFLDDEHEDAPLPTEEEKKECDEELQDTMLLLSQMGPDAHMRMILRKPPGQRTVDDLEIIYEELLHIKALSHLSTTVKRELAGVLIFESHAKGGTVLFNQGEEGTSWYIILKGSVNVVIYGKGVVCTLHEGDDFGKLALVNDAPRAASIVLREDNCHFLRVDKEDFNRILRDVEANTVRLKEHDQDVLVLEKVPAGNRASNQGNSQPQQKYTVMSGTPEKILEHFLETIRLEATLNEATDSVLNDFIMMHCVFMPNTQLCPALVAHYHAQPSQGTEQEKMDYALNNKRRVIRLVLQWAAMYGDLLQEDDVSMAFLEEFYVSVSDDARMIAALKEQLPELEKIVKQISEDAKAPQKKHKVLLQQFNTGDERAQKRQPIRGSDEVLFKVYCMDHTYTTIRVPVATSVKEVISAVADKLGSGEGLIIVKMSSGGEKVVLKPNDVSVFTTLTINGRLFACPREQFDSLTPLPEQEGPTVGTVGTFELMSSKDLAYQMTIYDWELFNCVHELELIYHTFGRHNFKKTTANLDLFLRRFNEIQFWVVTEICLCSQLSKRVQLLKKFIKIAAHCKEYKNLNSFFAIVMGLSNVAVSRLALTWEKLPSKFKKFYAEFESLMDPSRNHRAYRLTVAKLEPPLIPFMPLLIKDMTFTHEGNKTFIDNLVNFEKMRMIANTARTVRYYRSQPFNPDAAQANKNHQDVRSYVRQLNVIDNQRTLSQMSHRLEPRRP
# An asterisk follows results filed as active; i = inactive; ? = inconclusive; . = no result given; [ ] = another dose, or the depositor's remark. Calls follow the shape of the dose curve; as a rule, active = well fitted curve in the direction sought with a large enough effect; inconclusive = small, poorly fitted or top-dose-only effect, or another doubt; inactive = no such curve, though single readings can be large; an effect the other way counts as inactive or inconclusive. Potency is read from the fitted curve at half-maximal effect. This is a subset; count on the stated rates, not on these rows.
SMILES,MCF10A rereplic,Nrf2 activator,ATXN2 expr inh,Nrf2 block,HepG2 viability,TGFb SMAD3 inh,ATXN viability,A549 tox,EPAC2 antag
CC(=O)N1CCc2c(sc(NC(=O)Cc3ccccc3)c2C#N)C1,3%,-0.3%,3%,13%,1%,-1%,i,0%,16%
COc1ccccc1N=C1SCC(=O)N1c1ccccc1OC,-29%,-0.3%,0%,-16%,11%,-5%,i,1%,-3%
COc1ccccc1N(CC(=O)Nc1c(C)n(C)n(-c2ccccc2)c1=O)S(=O)(=O)c1ccccc1,-3%,4.0%,10%,0%,23%,11%,i,1%,2%
Cc1csc(NC(=O)C2CCN(C(=O)CSc3nnc(C)n3Cc3ccccc3)CC2)n1,0%,-0.6%,0%,8%,11%,0%,i,13%,7%
FC(F)(F)c1ccc(/C=N/n2c(C3CCCCC3)n[nH]c2=S)cc1,23µM*,5.4%,.,?,-75%,?,?,-9%,-10%
CN(C)c1ccc(CN(CC2CCCO2)C(=O)c2cccs2)cc1 (configuration not stated),21%,-0.1%,-11%,-8%,-1%,2%,i,5%,-9%
Cc1occc(=O)c1OCc1ccc(F)cc1,2%,-0.5%,17%,-26%,3%,20%,i,-5%,-8%
O=C(Nc1cnc2ccccc2c1)C1COc2ccccc2O1 (configuration not stated),20%,-0.9%,59%[activator],?,10%,-23%,i,-10%,-5%
CN(CCOc1ccccc1)C(=O)c1ccc(OC2CCN(C(=O)C3CC3)CC2)cc1,-8%,0.1%,?,?,-29%,-27%,i,-6%,-4%
CCn1c(SCC(=O)Nc2ccc3c(c2)OCCO3)nnc1-c1ccncc1,-38%[inhibitor],0.1%,-3%,7%,-1%,-3%,i,-2%,2%
O=C1NC2=C(C(=O)CCC2)C(c2cccc([N+](=O)[O-])c2)N1 (configuration not stated),7%,-0.5%,-10%,-4%,-1%,-13%,i,3%,-1%
CSc1cccc(NC(=O)CN(c2cccc(C)c2)S(C)(=O)=O)c1,2%,0.3%,.,-8%,-25%,6%,.,-3%,-22%
OC(c1cc(-c2ccc(Cl)cc2)nc2ccccc12)C1CCCCN1 (configuration not stated),-3%,-0.3%,.,1%,-18%,-7%,?,12%,-11%
COc1ccc(-n2c(=O)c3sc4ccccc4c3n(Cc3ccccc3)c2=O)cc1,.,-0.6%,12%,-10%,-3%,-8%,i,-2%,.
O=c1c(/C=N/Nc2ccccc2)c(Sc2nnnn2-c2ccccc2)nc2ccccn12,15%,0.1%,0%,-18%,1%,59%[activator],i,-12%,49%[activator]

# Complete entries as entered above:
# O=c1c(/C=N/Nc2ccccc2)c(Sc2nnnn2-c2ccccc2)nc2ccccn12 as listed: MCF10A rereplic = 15%; Nrf2 activator = 0.1%; ATXN2 expr inh = 0%; Nrf2 block = -18%; HepG2 viability = 1%; TGFb SMAD3 inh = 59%[activator]; ATXN viability = i; A549 tox = -12%; EPAC2 antag = 49%[activator]
# O=C1NC2=C(C(=O)CCC2)C(c2cccc([N+](=O)[O-])c2)N1 (configuration not stated) as listed: MCF10A rereplic = 7%; Nrf2 activator = -0.5%; ATXN2 expr inh = -10%; Nrf2 block = -4%; HepG2 viability = -1%; TGFb SMAD3 inh = -13%; ATXN viability = i; A549 tox = 3%; EPAC2 antag = -1%

# Continuation:
SMILES,MCF10A rereplic,Nrf2 activator,ATXN2 expr inh,Nrf2 block,HepG2 viability,TGFb SMAD3 inh,ATXN viability,A549 tox,EPAC2 antag
COc1ccc(-c2nn(-c3ccccc3)cc2/C=N/Nc2ccccn2)cc1OC,23µM*,-0.4%,?,-29%,-4%,?,i,0%,-2%
CCOC(=O)C1=C(CC)Nc2ccccc2N/C1=N\S(=O)(=O)c1cc(Br)ccc1Br,?,-0.1%,-2%[11.3 µM],?,-16%,?,i,2%,-27%
NC(=O)C1(N2CCCCC2)CCN(S(=O)(=O)c2cc(Cl)sc2Cl)CC1,13%,-0.5%,-8%,16%,-42%,8%,i,1%,-20%
O=C(c1ccc(C(F)(F)F)cc1)C1CCCN(C(=O)Cn2cncn2)C1 (configuration not stated),0%,-0.1%,5%,-2%,3%,6%,i,-1%,13%
COC(=O)[C@]1(C)N[C@H](CN(C)C(=O)Nc2ccc(Cl)cc2)[C@@H]2C(=O)N(Cc3ccccc3)C(=O)[C@@H]21,-22%,0.2%,-12%,-11%,-36%,-20%,i,-3%,9%
c1csc(CNCCN2CCOCC2)c1,5%,-1.1%,13%,.,-9%,-12%,i,14%,-15%
Brc1ccccc1/C=N/N1CCCCC1,-5%,-0.3%,-25%,3%,-17%,2%,?,-1%,0%
COC(=O)c1c(-c2ccc(F)cc2)csc1NC(=O)C1CCCO1 (configuration not stated),?,3.1%,.,18µM*,-7%,-11%,i,-4%,?
Cc1c(CN2CCN(CC(C)(C)C)C(CCO)C2)[nH]c2ccccc12 (configuration not stated),15%,4.1%,.,1%,-22%,3%,i,-1%,1%
COc1cccc(-c2nnc3sc(-c4ccccc4)nn23)c1,23%,0.2%,12%,-21%,-9%,-1%,i,-2%,9%
CS(=O)(=O)Nc1cccc(NC(=O)c2ccc(-n3ccnc3)c3ccoc23)c1,.,6.0%,10%,.,-25%,-7%,i,.,18%
COCCCNC(=O)COC(=O)c1ccc(-c2nc3ccccc3s2)s1,2%,-0.1%,.,14%,-33%,8%,i,-6%,-3%
CCC(C)c1ccc(NC(=S)NCCn2cc(Cl)cn2)cc1 (configuration not stated),1%,0.7%,-35%,?,-33%,-23%,i,0%,-7%
O=[N+]([O-])c1ccc(O)c(CNCc2ccccc2)c1,-2%,0.0%,-9%,8%,-4%,-15%,?,0%,-2%
CCN1CCN(c2ccc(S(=O)(=O)N3CCOCC3)cc2NC(=O)c2sccc2C)CC1,0%,-0.5%,6%,-8%,23%,5%,i,15%,-3%
CC(C)Cn1c(SCC(=O)NC(=O)NC2CCCC2)nc2ccccc21,7%,2.7%,-11%,18µM*,-44%,?,i,?,-20%
Cc1cc(C)nc(Nc2ccc(C(=O)O)cc2)n1,-6%,2.4%,0%,?,10%,-14%,i,-3%,5%
CC(C)C(CCNC1CCN(C)CC1)c1ccc(Cl)cc1 (configuration not stated),?,3.5%,?,0%,-103%,?,?,?,9%
CCCN1CCN(C(=O)c2ccccc2-c2nc3ccccc3s2)CC1,0%,0.1%,.,?,0%,5%,i,3%,-14%
O=C(O)COCC(=O)Nc1ccc(-n2nc(C(F)(F)F)cc2-c2cccs2)cc1,-1%,-0.1%,6%,7%,6%,1%,i,1%,?
C=CCNS(=O)(=O)c1ccc(N2C(=O)c3ccccc3C2=O)cc1,-10%,0.1%,.,1%,5%,0%,i,-10%,4%
CCC(C)NC(=O)COC(=O)c1csc2c1CCCC2 (configuration not stated),6%,0.0%,.,-22%,-5%,-3%,i,-17%,2%
Cc1ccc(S(=O)(=O)c2cccc(S(=O)(=O)N3CCOCC3)c2)cc1S(=O)(=O)N1CCOCC1,3%,-0.5%,-10%,15%,2%,-22%,i,-10%,0%
O=C(COc1cccc(Br)c1)Nc1ccc(N2CCOCC2)cc1N1CCOCC1,?,0.3%,-7%,-13%,-16%,-8%,i,0%,-5%
O=C(CCCC(=O)N/N=C/c1ccccc1C(=O)O)N/N=C/c1ccccc1C(=O)O,-4%,-1.4%,.,0%,0%,1%,i,0%,15%
COc1ccc(/C(O)=C2\C(=O)C(=O)N(Cc3ccco3)C2c2ccc(OC)cc2OC)cc1 (configuration not stated),7%,-0.2%,-2%,4%,-12%,-4%,i,-2%,-2%
COc1ccc(CCn2c(=O)c3cccnc3n(CC(=O)Nc3c(C)cccc3C)c2=O)cc1OC,.,-0.4%,.,12%,4%,2%,.,1%,.
Cc1nc2cc(N3CCN(C)CC3)c(NC(=O)Cc3ccccc3)cc2c(=O)n1Cc1ccccc1,8%,0.1%,-23%,-8%,-36%,-15%,i,-5%,9%
CCOc1ccccc1C(=O)NCC(=O)N(C)Cc1ccccc1C,-1%,-0.5%,.,-25%,-7%,-25%,i,19%,-5%
CCc1nc(Nc2ccc(OC)c(OC)c2)c2nnn(Cc3ccccc3Cl)c2n1,?,2.3%,-32%,10µM*,-30%,?,i,?,1%
Cc1cccc(NC(=O)c2cccs2)n1,-1%,11%,31%,?,5%,1%,i,7%,1%
CCCc1nnc(NC(=O)C2CCN(C(=O)c3ccco3)CC2)s1,-28%,-0.8%,6%,19%,15%,14%,i,0%,36%[activator]
Cc1ccc(CCNC(=O)c2ccc(CS(=O)(=O)c3ccccc3C)o2)cc1,-5%,-0.5%,-5%,-10%,2%,-2%,i,3%,-12%
CCOc1ccc(OCC)c(NC(=O)CCc2c(C)nc3c(c2C)c(=O)n(C)c(=O)n3C)c1,.,0.4%,1%,2%,1%,?,i,-2%,.
CC(=O)Nc1ccc(S(=O)(=O)N=S(C)(C)=O)cc1,1%,4.1%,7%,-9%,0%,-3%,i,-5%,3%
CC(C)CNC(=O)c1ccccc1NC(=O)Nc1ccccc1,11%,-0.8%,-27%,10%,-3%,-5%,i,-8%,-10%
COCCn1c(C)cc(O)c(C(c2ccc(F)cc2)N2CCN(c3ccccc3)CC2)c1=O (configuration not stated),.,-0.1%,.,.,0%,11%,.,-2%,.
CC(C)c1csc2nc3n(c(=O)c12)CCCCC3,4%,4.0%,12%,14%,-15%,2%,i,8%,1%
CCCN(CCC)CCCNC(=O)Cn1ncc2c3ccccc3n(Cc3ccc(F)cc3)c2c1=O,.,0.1%,-6%,16%,7%,5%,i,-1%,.
COc1cccc(C(=O)OCC(=O)NCCNC(=O)COC(=O)c2cccc(OC)c2OC)c1OC,0%,0.4%,7%,?,9%,6%,i,0%,5%
Cc1ccc(NC(=O)CCN2CCC(C(N)=O)CC2)cc1,-12%,0.3%[9.22 µM],-6%,9%,3%,13%,i,-4%,-8%
